V1aR counter: activates human V1a receptor in oxytocin agonist counter-screen | activation, % at 3 µM | 320,000 compounds, 0.25% hits | CHO-V1R cells, Fluo-8 calcium fluorescence, agonist mode; 0% DMSO, 100% 3 nM vasopressin | AID 2797 | P37288;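 active = activation above the mean activation of all tested compounds plus 3 SD, per screening run, cut at about 20% in these data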;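 also: signal is peak over basal fluorescence ratio across a 100 second FLIPR read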
TAAR1 antag: human TAAR1 antagonism; Q96RJ0; inhibition, % at 3 µM; 360,000 compounds, 1.5% hits; CHO RD-HGA16 TAAR1, Fluo-8 calcium fluorescence, antagonist; AID 624466;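 active = inhibition above a per-plate cutoff, the mean inhibition of test compounds on that plate plus 3 SD, cut at about 49% in these data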;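 also: 0% = DMSO plus EC80 beta-PEA response and 100% = DMSO alone without agonist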
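Material: RD-HGA16 CHO cells with stable hTAAR1 and Gα16; Dosing: single nominal final test compound concentration of 3 µM; Schedule: seeding 17-24 h prior, 75-min 37 °C, 30-min RT dye loading; Detection: kinetic Fluo-8 calcium fluorescence measurement; Measure: % inhibition from peak post-agonist over basal fluorescence ratio; Benchmarks: vehicle and agonist controls.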
CHO-K1 Ca antag: nonselective inhibitor or artifact in parental CHO-K1 cells | 360,000 compounds, 0.6% hits | ATP-induced calcium, Fluo-8 fluorescence | AID 602250 | inhibition, % at 3 µM;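 active = inhibition above a per-plate cutoff, the plate's mean sample inhibition plus 3 SD, cut at about 24% in these data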;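 also: 0% = DMSO plus EC80 ATP and 100% = DMSO alone without ATP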
TAAR1 ag: human TAAR1 agonism; 360,000 compounds, 0.99% hits; AID 624467; Q96RJ0; CHO RD-HGA16 TAAR1, Fluo-8 calcium fluorescence; vehicle wells 0%, saturating PEA agonist 100%; activation, % at 3 µM;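 active = activation above the mean activation of all test compounds in the run plus 3 SD, cut at about 38% in these data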
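System: CHO-derived RD-HGA16 cells with stable Gα16 and human TAAR1 / Times: 17-24 h plating, Fluo-8 75 min 37 °C, 30 min RT / Technique: calcium-sensitive Fluo-8 signal, excitation 470-495, emission 515-575 nm / Measure: % activation relative to PEA EC100 response / Benchmarks: DMSO and PEA EC100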
CHRM1 agonist: activates human CHRM1 receptor; P11229; activation, % at 3 µM; AID 588814; CHO-K1 hM1, Fluo-8 calcium fluorescence, agonist mode; 0% DMSO, 100% acetylcholine EC100; 360,000 compounds, 0.33% hits;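 active = activation above the run's mean compound activation plus 3 SD, cut at about 16% in these data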;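 also: peak over basal fluorescence ratio within a 140 s kinetic read after compound addition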
Target sequence (P11229 whole entry, looked up): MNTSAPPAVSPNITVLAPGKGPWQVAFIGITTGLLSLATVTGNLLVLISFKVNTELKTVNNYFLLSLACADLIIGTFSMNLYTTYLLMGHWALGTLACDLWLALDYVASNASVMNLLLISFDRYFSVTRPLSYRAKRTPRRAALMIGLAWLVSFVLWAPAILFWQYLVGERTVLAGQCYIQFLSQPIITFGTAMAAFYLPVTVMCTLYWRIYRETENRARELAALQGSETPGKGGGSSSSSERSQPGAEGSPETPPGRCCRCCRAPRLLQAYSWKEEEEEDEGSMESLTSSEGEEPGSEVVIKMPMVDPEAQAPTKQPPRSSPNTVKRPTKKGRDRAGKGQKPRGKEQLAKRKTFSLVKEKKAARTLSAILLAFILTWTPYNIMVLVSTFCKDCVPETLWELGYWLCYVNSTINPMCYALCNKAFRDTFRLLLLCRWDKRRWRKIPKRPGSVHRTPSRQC
CHO-K1 Ca PAM: M1 PAM counterscreen hit in parental CHO-K1 cells. ATP EC20, Fluo-8 calcium fluorescence; 0% at ATP EC20, 100% at ATP max. activation, % at 3 µM. 360,000 compounds, 0.02% hits. AID 602247;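 active = activation above the run cutoff, the mean activation of all test compounds plus 3 SD, cut at about 40% in these data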;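 also: peak over basal fluorescence ratio in a 140 s read after ATP addition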
CHO-K1 Ca ag: M1 agonist counterscreen hit in parental CHO-K1 cells; 360,000 compounds, 0.48% hits; Fluo-8 calcium fluorescence; scaled to maximal ATP response, vehicle zero; AID 602248; activation, % at 3 µM; in the data active = activation above about 15%;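 also: untransfected CHO-K1 host cells lacking M1 receptor as counterscreen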
CHO parental Ca: signal in parental CHO cells, OX1R antagonist counter-screen | parental CHO-K1, ATP-induced calcium, Fluo-8 fluorescence | inhibition, % at 5.6 µM | 330,000 compounds, 0.63% hits;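 active = inhibition above that plate's mean sample inhibition plus 3 SD, cut at about 26% in these data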;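 also: 0% = ATP-challenged DMSO wells and 100% = DMSO wells without ATP; some compounds past the cut are filed as inactive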
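Material – parental CHO cells · Reagent – ATP stimulus · Compound – single nominal dose of 5.6 µM per compound · Detection – Fluo-8 fluorescence · Read-out basis – percent inhibition of calcium signal · Controls – ATP-challenged DMSO wells low, unchallenged DMSO wells high · Repeats – no replicates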
OXTR potentiate: potentiators of human oxytocin receptor; CHO-OTR cells, Fluo-8 calcium fluorescence, potentiator mode; 0% = oxytocin EC15, 100% = EC100; activation, % at 3 µM; 320,000 compounds, 0.061% hits;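 active = activation above that plate's cutoff, the mean activation of tested compounds plus 3 SD, cut at about 6.6% in these data, passing the limit was not always enough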;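 also: 100% uses oxytocin at 75 nM as the full agonist control; some results filed as inactive read as strong as hits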
Target sequence (P30559 whole entry, looked up): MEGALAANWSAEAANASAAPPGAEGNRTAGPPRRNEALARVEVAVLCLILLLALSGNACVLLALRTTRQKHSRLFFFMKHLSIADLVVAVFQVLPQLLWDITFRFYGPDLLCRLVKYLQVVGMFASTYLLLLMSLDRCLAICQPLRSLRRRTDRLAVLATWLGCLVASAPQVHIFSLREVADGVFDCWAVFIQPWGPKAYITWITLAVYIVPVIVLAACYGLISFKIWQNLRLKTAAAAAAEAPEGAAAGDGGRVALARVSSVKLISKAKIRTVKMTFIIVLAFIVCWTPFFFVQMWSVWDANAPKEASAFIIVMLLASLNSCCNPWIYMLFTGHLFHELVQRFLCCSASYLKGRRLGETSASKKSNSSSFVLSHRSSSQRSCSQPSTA
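Material: CHO-OTR cells, human receptor; compound dosing: single dose, 3.0 µM nominal final compound concentration; schedule: 6 min compound pre-incubation at room temperature, 100 s kinetic read; measured by: kinetic Fluo-8 calcium fluorescence; read-out basis: % activation vs EC15 and EC100 oxytocin; controls: EC15 oxytocin alone as 0%, 75 nM oxytocin as 100%; replicates: singlicate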
An asterisk follows results filed as active; · = not tested or not shown.

entry	smiles	V1aR counter	TAAR1 antag	CHO-K1 Ca antag	TAAR1 ag	CHRM1 agonist	CHO-K1 Ca PAM	CHO-K1 Ca ag	CHO parental Ca	OXTR potentiate
1	CCCC(=O)Nc1nc(C)c(-c2csc(Nc3cc(OC)ccc3OC)n2)s1	-0.8	5	-1	0	-5	-19	-0.1	-16	-8
2	O=C(Nc1cccc([N+](=O)[O-])c1)Nc1ccc(Cl)cn1	1.2	19	-2	2	-5	-5	0.6	9	-7
3	CCCc1nn(C)c(C(N)=O)c1[N+](=O)[O-]	1.5	-10	11	1	-7	-2	0.7	1	-13
4	Cc1cc(C)c2sc(N(CCCN(C)C)C(=O)c3ccc(Br)s3)nc2c1	2.3	1	0	35	-3	4	1.3	-7	-9
5	O=C(Nc1ccc(OC(F)(F)F)cc1)C1CCCN(S(=O)(=O)c2cccnc2)C1 (configuration not stated)	6.4	11	-7	4	-3	15	3.8	-18	-10
6	COc1cc(O)sc1C=Nc1ccc(Cl)cc1	-1.4	-2	8	10	-6	1	-0.4	-11	-4
7	Cc1ccc(NC(=O)CSc2n[nH]c(C)c2[N+](=O)[O-])cc1	2.5	0	3	9	-2	-6	2.8	-4	-9
8	COc1ccc(NC(=O)CN(c2ccc(F)cc2)S(=O)(=O)c2ccccc2)c(OC)c1	-0.6	0	-6	-1	-5	23	0.9	-7	-18
9	COc1ccc(CNC(=O)Cn2ccc(N)nc2=O)cc1	0.2	-3	-2	3	-2	-3	0.2	-1	-6
10	COc1cccc(/C=N/NC(=O)c2c(C)nc3ccc(Cl)cn23)c1OC	2.9	2	-12	0	-2	17	2.8	-16	-5
11	CC1CCCN(C(=O)CSc2nnc(-c3c[nH]c4ccccc34)o2)C1 (configuration not stated)	5.2	16	-8	13	-5	-1	2.3	-29	-8
12	O=C(N/N=C/c1ccccn1)c1ccccc1	0.2	-19	-8	0	-1	21	0.4	-4	-2
13	CCC(=C(c1ccc(OC)cc1)c1ccc(OC)cc1)c1cn(CC(O)CN(CCO)CCO)c2ccccc12 (configuration not stated)	1.2	2	-10	10	-2	10	1.7	-13	-13
14	COc1ccc(/C=C/C(=O)NCCN=C2NS(=O)(=O)c3ccccc32)cc1	-0.1	12	2	2	-7	21	0.1	-4	-19
15	O=C(O)c1ccc(COc2ccc(CO)cc2Cl)cc1	-0.6	-7	-13	-2	-4	17	0.4	4	4
16	Cc1nc(N)sc1C(=O)Nc1ccccc1	0.2	-20	-2	2	-3	14	-0.2	0	-15
17	COc1ccccc1-c1cc(C(=O)N/N=C/c2ccoc2)c2ccccc2n1	1.1	-1	6	-1	0	9	-0.2	-13	-4
18	CC(=O)Nc1cc(-c2cccc(C(=O)NCCO)c2)cn2c(-c3ccc(F)c(Cl)c3)cnc12	·	5	3	0	-1	11	0.5	·	·
19	CC(=O)C(=Cc1cccc(C#N)c1)C(=O)c1ccccc1	·	5	6	2	12	-2	0.8	·	·
20	CCc1ccc(NC(=O)Cn2nc(C)c([N+](=O)[O-])c2C)cc1	0.5	13	-10	4	-4	12	1.2	-9	-10
21	NC(=O)C1(N2CCCCC2)CCN(Cc2nc3ccccc3c(=O)[nH]2)CC1	-0.7	-3	-14	6	-3	14	0.7	-3	0
22	O=C(CNC(=O)c1ccccc1F)NCCc1ccccc1F	0.5	9	6	13	-3	-14	-0.1	6	-3
23	N#CCCN(C(=S)NC(=O)c1cccs1)c1ccccc1F	·	-5	-9	5	-1	5	0.8	·	·
24	CN(C)S(=O)(=O)N1CCN(Cc2ccccc2)CC1	0.8	4	-22	6	-1	8	0.4	4	-7
25	COc1cc2cc(CN(CCCO)S(=O)(=O)c3ccccc3)c(=O)[nH]c2cc1OC	0.4	8	-17	0	-2	7	-0.4	-10	-1
26	CCC1(CC)C(=O)C2=C3C1[C@H](C(=O)OC)CC(C(=O)OC)C[C@H]3[C@H]1C(=O)N(c3ccccc3)C(=O)[C@H]1[C@H]2C (some centres not stated)	0.3	-8	-23	3	-5	32	1.1	-24	-11
27	Cc1ccnc2nc(C(=O)OCC(=O)c3ccccc3)nn12	1.2	18	-8	2	-1	5	0.6	-4	1
28	Cc1cccc(CN2CCN(C3CN(Cc4cn(Cc5ccc(F)cc5)nn4)S(=O)(=O)C3)CC2)c1 (configuration not stated)	·	6	-10	-1	·	-12	0.3	·	·
29	CCCOc1ccccc1-c1nc(SCCC(=O)O)n[nH]1	1.0	11	-28	21	-3	22	1.5	2	-5
30	Cn1cc(C(=O)c2ccc(Cl)cc2Cl)cc1C(=O)N/N=C(\N)COc1cccc(C(F)(F)F)c1	2.9	-6	-7	1	-2	24	1.4	-3	-13
31	Cc1ccc(Cn2ccc(C3CC3)n2)cc1	-1.1	-3	-7	-2	-6	24	-0.3	-3	-9
32	CC(C)C[C@H](NC(=O)N1CC(=O)Nc2ccccc21)C(=O)N[C@@H](Cc1c[nH]c2ccccc12)C(=O)O	0.3	-12	14	1	-1	-12	0.1	0	-5
33	COc1ccc(NC(=O)c2cc(S(=O)(=O)N3CCOCC3)ccc2C)cc1S(=O)(=O)N1CCCCC1	·	36	-22	7	-5	16	5.5	·	·
34	Cc1nnsc1C(=O)N1CCCC(N2CCN(c3cccc(C(F)(F)F)c3)CC2)C1 (configuration not stated)	1.6	-24	15	1	-2	-5	3.1	-13	-15
35	CCCSc1ncc(Cl)c(C(=O)Nc2ccc(S(=O)(=O)N3CC(C)OC(C)C3)cc2)n1 (configuration not stated)	0.6	12	3	4	-6	9	1.5	-22	-12
36	Cc1cccc(NC(=O)c2ccc(OCC(=O)NCc3ccccc3)cc2)c1C	2.5	19	-7	24	-4	14	0.3	-9	-4
37	CCCn1c(N)c(C(=O)CSc2nc(C3CC3)n(-c3ccccc3)n2)c(=O)[nH]c1=O	0.1	8	-2	5	-2	-7	-0.1	-12	-3
38	C[C@@H]1CN([C@@H](C)CO)C(=O)CCCn2nncc2CO[C@@H]1CN(C)S(=O)(=O)c1ccccc1	·	-8	-15	1	-9	14	0.3	·	·
39	CC(O)COc1ccc(/C(=N/O)c2ccccc2)cc1 (configuration not stated)	2.9	-16	-5	38*	5	0	0.0	6	-6
40	CCCCNC(=O)N1CCCC(N(C)CCc2ccc(OC)c(OC)c2)C1 (configuration not stated)	0.8	0	-10	0	-8	15	0.8	-8	-6
41	CCCCCN(C(=O)CCC(=O)OCc1ccc(C(C)C)cc1)c1c(N)n(CCCC)c(=O)[nH]c1=O	-0.3	-3	9	1	-7	-11	-0.2	-20	-18
42	CCOC(=O)c1nnn(-c2ccc([N+](=O)[O-])cc2[N+](=O)[O-])c1C	1.6	11	-7	5	-3	-1	0.2	-20	-8
43	Cc1ccc(S(=O)(=O)C(F)(F)F)cc1NC(=O)c1cccnc1	0.4	3	-9	10	5	16	-0.2	-7	-8
44	Cc1cc(C)n2c(Br)c(CN3CCCC(C)C3)nc2n1 (configuration not stated)	0.0	-27	-3	5	-8	16	11	-7	-3
45	Cc1nc(CC(=O)NNS(=O)(=O)c2cccc(Cl)c2Cl)cs1	0.4	-26	12	2	-1	3	0.3	-10	-5
46	Cc1ccc(CN2C(=O)c3ccccc3C2c2nnnn2-c2c(C)cccc2C)cc1 (configuration not stated)	·	4	-16	3	·	-2	0.1	·	·
47	COC(=O)CC1=C(C(=O)OC)C(c2ccc3c(c2)OCO3)C(C#N)=C(N)O1 (configuration not stated)	0.5	-22	-3	1	-4	-6	0.0	-14	-6
48	CCOc1ccc(N(CC(=O)NCC2CCCO2)C(=O)CCC(=O)Nc2nccs2)cc1 (configuration not stated)	-0.2	3	-7	9	-12	20	0.1	-14	-19
49	C=CCOC(=O)C1=C[C@H](C2CCCCC2)C[C@H](OCc2ccc(CO)cc2)O1	-0.1	-11	-2	2	-4	9	0.1	-22	2
50	COc1ccc(NC(=O)CO/N=C2\CCCc3nonc32)cc1	-0.3	8	10	3	-3	-12	0.4	-4	3
51	CSc1nccc(Oc2ccccc2Cl)n1	0.4	-29	-8	5	-7	15	0.6	-13	1
52	CC1=C(C(=O)N2CCCCCC2)CC(CC(=O)NCc2cccs2)C(=O)N1CCC1=CCCCC1 (configuration not stated)	·	2	-18	0	·	10	-0.2	·	·

Entries 45 through 52 of the list above:
entry	smiles	V1aR counter	TAAR1 antag	CHO-K1 Ca antag	TAAR1 ag	CHRM1 agonist	CHO-K1 Ca PAM	CHO-K1 Ca ag	CHO parental Ca	OXTR potentiate
45	Cc1nc(CC(=O)NNS(=O)(=O)c2cccc(Cl)c2Cl)cs1	0.4	-26	12	2	-1	3	0.3	-10	-5
46	Cc1ccc(CN2C(=O)c3ccccc3C2c2nnnn2-c2c(C)cccc2C)cc1 (configuration not stated)	·	4	-16	3	·	-2	0.1	·	·
47	COC(=O)CC1=C(C(=O)OC)C(c2ccc3c(c2)OCO3)C(C#N)=C(N)O1 (configuration not stated)	0.5	-22	-3	1	-4	-6	0.0	-14	-6
48	CCOc1ccc(N(CC(=O)NCC2CCCO2)C(=O)CCC(=O)Nc2nccs2)cc1 (configuration not stated)	-0.2	3	-7	9	-12	20	0.1	-14	-19
49	C=CCOC(=O)C1=C[C@H](C2CCCCC2)C[C@H](OCc2ccc(CO)cc2)O1	-0.1	-11	-2	2	-4	9	0.1	-22	2
50	COc1ccc(NC(=O)CO/N=C2\CCCc3nonc32)cc1	-0.3	8	10	3	-3	-12	0.4	-4	3
51	CSc1nccc(Oc2ccccc2Cl)n1	0.4	-29	-8	5	-7	15	0.6	-13	1
52	CC1=C(C(=O)N2CCCCCC2)CC(CC(=O)NCc2cccs2)C(=O)N1CCC1=CCCCC1 (configuration not stated)	·	2	-18	0	·	10	-0.2	·	·
